Screens deposited in PubChem by National Center for Advancing Translational Sciences (NCATS).
Pf Dd2 growth = qHTS Primary assay for Inhibitors of Plasmodium falciparum Dd2 growth in vitro; P. falciparum Dd2 growth, SYBR Green, 72 h; Potency, µM (series often up to 28.9 µM), inactives show at the top dose activity, negative = inhibition, hits mostly inhibitors; actives 4.3% (n = 120,000); AID 1347417, 2020; active = well fitted inhibition curve with a large enough effect; inconclusive = small, poorly fitted or top-dose-only effect; inactive = no such curve, though single readings can be large or run the other way;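 also: plate controls were DMSO vehicle for no effect and reference drug for full effect; nearly all actives have a fitted effect of over 65% in size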
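Infected erythrocytes (Dd2, 0.3% parasitemia, 2.5% hematocrit final) are added to compound in RPMI-1640/Albumax II medium, grown 72 h at 37C in low oxygen, then lysed with saponin/Triton-X containing SYBR Green and read by fluorescence.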
* = called active by the depositor; i = inactive; u = inconclusive; [ ] = another dose, or the depositor's remark. Potency is read from the fitted curve at half-maximal effect.

The first 6 compounds, to show the layout:
SMILES	Pf Dd2 growth
COc1ccc(CNC(=O)c2ccc3nc(CCc4ccccc4)oc3c2)c(OC)c1	i
COc1ccc(CN2CCCC(c3nn(-c4ccccc4)c(=O)[nH]3)C2)cc1 (configuration not stated)	-16.6%
O=C1CC2(CCN(Cc3cccc4ccccc34)CC2)Oc2cc(Cl)ccc21	u
COc1cccc(-n2c(=O)c3sc4ccccc4c3n(Cc3c(F)cccc3Cl)c2=O)c1	27.1%
CCOC(=O)N1CCC2(CC1)OC(=O)C(C)=C2C(=O)NCc1ccccc1OC	-16.6%
O=C1NC2(CCCN([S+](=O)([O-])c3ccccc3)C2)COc2ccccc21 (configuration not stated)	u

The listing, repeating the preview:
SMILES	Pf Dd2 growth
COc1ccc(CNC(=O)c2ccc3nc(CCc4ccccc4)oc3c2)c(OC)c1	i
COc1ccc(CN2CCCC(c3nn(-c4ccccc4)c(=O)[nH]3)C2)cc1 (configuration not stated)	-16.6%
O=C1CC2(CCN(Cc3cccc4ccccc34)CC2)Oc2cc(Cl)ccc21	u
COc1cccc(-n2c(=O)c3sc4ccccc4c3n(Cc3c(F)cccc3Cl)c2=O)c1	27.1%
CCOC(=O)N1CCC2(CC1)OC(=O)C(C)=C2C(=O)NCc1ccccc1OC	-16.6%
O=C1NC2(CCCN([S+](=O)([O-])c3ccccc3)C2)COc2ccccc21 (configuration not stated)	u
O=C(NCCc1cccs1)C1CN(S(=O)(=O)c2cccnc2)CC12CCCCC2 (configuration not stated)	-5.0%
O=C1Nc2ccc(-c3ccc4c(c3)OCO4)cc2C(=O)N2C[C@@H](NS(=O)(=O)c3ccc(F)cc3)C[C@@H]12	u
O=c1nc2sc3ccccc3n2c(=O)n1-c1ccc(Cl)c(Cl)c1	u
COc1cccc(-n2cc(C(=O)Oc3ccc(F)cc3)c3ccccc3c2=O)c1	i
CCCOc1ccc(CNC(=O)c2ccc3c(c2)N(Cc2ccccc2)CCS3)cc1	u
Cc1cccc(NC(=O)N2CCCC(Cc3noc(-c4cnccn4)n3)C2)c1 (configuration not stated)	i
COc1ccccc1-c1cc([C@H]2CN3CC[C@H]2C[C@@H]3COC(=O)Nc2cccc(C(C)=O)c2)nc(C)n1	-3.9%
CCc1ccccc1N(C)C(=O)Cc1c(C(=O)O)c(C)cn1C	-11.4%
COCCNS(=O)(=O)c1cc(C(=O)O)cc(-c2c(C)cccc2C)c1	6.2%
Cc1ccccc1C(=O)N1CCC2(CC1)OCC(C(=O)NC(C)C)N2C(=O)c1cccc(F)c1 (configuration not stated)	-13.3%
CCn1c(C2CCCN(C(=O)Nc3cccc(C)c3)C2)nn(C)c1=O (configuration not stated)	-4.3%
CN(C)C[C@@H]1CN(c2ncccn2)C[C@H]1NC(=O)NCCc1ccccc1	-14.0%
CC[C@H]1CN2CC[C@H]1C[C@@H]2CNC(=O)c1ccc(F)c(Cl)c1	i
COc1cccc(-c2nc(CN3CCCC3=O)no2)c1	-17.2%
Cc1[nH]n(-c2ccccc2)c(=O)c1C(c1cc(Cl)ccc1O)c1c(C)[nH]n(-c2ccccc2)c1=O	-24.0%
COc1c(C)cnc(CN(C)C(=O)C2CC(=O)N(C3CCCC3)C2)c1C (configuration not stated)	1.6%
Cc1cccnc1CN1C[C@@H](F)[C@@H](OCc2nc3ccccc3n2C)C1	i
O=C(CCn1c(=O)c2sccc2n(Cc2ccccc2F)c1=O)NCc1ccc2c(c1)OCO2	35.2%[activator]

Part of the list above, with each value named.
COc1ccccc1-c1cc([C@H]2CN3CC[C@H]2C[C@@H]3COC(=O)Nc2cccc(C(C)=O)c2)nc(C)n1
  Pf Dd2 growth = -3.9%

CCc1ccccc1N(C)C(=O)Cc1c(C(=O)O)c(C)cn1C
  Pf Dd2 growth = -11.4%

Additional results.
SMILES	Pf Dd2 growth
O=C(c1cccnc1)N1CCC(c2nnc3n2C(C(=O)N2CCOCC2)CC3)CC1 (configuration not stated)	25.7%[44.1 µM]
Cc1ccc(C)c(NC(=O)C(C)n2c(=O)cc(C(F)(F)F)c3c(C)nn(C)c32)c1 (configuration not stated)	17.6%
O=C(NC[C@H]1Cn2c(-c3cccc(Cl)c3)cnc2CO1)Nc1ccccc1	u
CC(=O)N1Cc2ccccc2OC2(CCN(C(=O)CN(C)C)CC2)C1	14.8%
COCCN1C(=O)N(C)C(=O)C12CCN(CCc1ccccc1)C2 (configuration not stated)	52.5%[activator]
CCC[C@H]1CN(CCS(C)(=O)=O)C[C@@H]1NC(=O)c1n[nH]nc1C	2.8%
CCc1nc(CN2CCC(=O)N(Cc3ccc(F)cc3)C(C(C)C)C2)no1 (configuration not stated)	4.1%
O=C(Cc1ccc(F)cc1)N1CCN(c2cc(C(F)(F)F)ncn2)CC1	i
CNC(=O)[C@@H]1C[C@H](Oc2ccccc2)CN1C(=O)Cc1cccc(F)c1	-18.2%
COc1ccc(CN2C[C@H]3CN(Cc4ncc[nH]4)CCN3C2=O)cc1	-15.2%[44.1 µM]
CC1=NS(=O)(=O)N(Cc2ccccc2)C=C1C(=O)OCc1noc(-c2cccc(Cl)c2)n1	-1.9%
Cc1cnc(C2CCOCC2)n1C1CCCN(C(=O)c2cccs2)C1 (configuration not stated)	-9.7%
O=C(CCSCc1cccc(Cl)c1)NCc1ccc(F)cc1Cl	i
CC(C)CCN1CCn2c(nn(-c3ccc(C(F)(F)F)cc3)c2=O)C1	u
N#Cc1ccc(CN2CC3(Cc4ccccc4C(=O)N3)C2)cc1	-5.4%
O=C1Nc2ccc(-c3ccco3)cc2C(=O)N2CCN(C(=O)c3ccccc3)C[C@H]12	-28.1%[44.1 µM]
O=C(CCc1ccccc1)NCCC1CCN(C(=O)Nc2cc(F)cc(F)c2)CC1	i
Cc1ccc(OCCCCn2nnc3sc4c(c3c2=O)CCCC4)cc1	11.4%
COc1ccc(C(=O)N2CCCCC(NC(=O)NCc3ccco3)C2)cc1 (configuration not stated)	-0.8%
N#Cc1cccc(C(=O)N2CCCOCCNC(=O)[C@@H]3CCCC[C@@H]32)c1	-15.4%
CCOc1ccccc1CN1CCC(Cc2ccc(C(=O)N3CCOCC3)cc2)CC1	u
Cc1ccc(-n2nc(C(=O)NCc3ccc(F)cc3Cl)c3c4ccccc4n(C)c3c2=O)cc1	31.1%[activator]
CCNC(=O)N1CC[C@@H](CC(=O)O)[C@@H](CC2=NCCc3cc(OC)ccc32)C1	40.2%[activator][44.1 µM]
CCOC(=O)c1c(-c2ccccc2)oc2ccc(NS(=O)(=O)c3cc(C)c(C)cc3C)cc12	u
CCOC(=O)C1=CN(CC(=O)Nc2ccc(Br)cc2F)S(=O)(=O)N=C1C	64.8%[activator]
O=C(NC1CC1)[C@@H]1C[C@H](Oc2cccnc2)CN1	-0.9%
O=C(NCCCO)c1ccc(-c2ncc3cnc(-c4cccc(F)c4)cn23)cc1	i
O=C([C@@H]1C[C@H](Oc2ccccc2)CN1C(=O)c1ccncc1)N1CCOCC1	9.5%
Cc1cccc(NC(=O)C(NS(=O)(=O)c2ccc3c(c2)oc(=O)n3C)C(C)C)c1 (configuration not stated)	13.2%
CCC(Oc1ccccc1)C(=O)Nc1ccc(O)c(-c2nc3cc(C)ccc3o2)c1 (configuration not stated)	-18.1%
CCOc1ccc(Nc2nn(-c3ccc(OC(F)(F)F)cc3)nc2C(C)=O)cc1	10.5%
COCCCNC(=O)c1nn(-c2ccc(C)cc2)c(=O)n(C)c1=O	17.2%
COc1ccc(N2Cc3c(ncnc3N3CCN(C(C)=O)CC3)N(C)CC2=O)cc1	14.2%
O=C(Cc1ccc(OC(F)(F)F)cc1)N1CC(CNc2cccnc2)C2(C1)CN(c1ccccc1)C2 (configuration not stated)	-15.9%
NCC1CCCN(Cc2ccc(-c3nc(-c4cccnc4)cc(=O)[nH]3)cc2)C1 (configuration not stated)	-17.2%
CC(=O)Nc1ccc(CNC2(Cc3cc(CN4CCCCC4)on3)COC2)cc1	-8.5%[44.1 µM]
COc1ccc(-n2nnc(-c3nsc(NC(=O)c4ccc(C)c(C)c4)n3)c2C)cc1Cl	27.7%
CNC(=O)[C@@H]1CN(C(=O)NCc2ccco2)C[C@H]1c1nc(C)no1	6.7%
CCOC(=O)c1[nH]ncc1CN1CCN2C(=O)CNC(=O)C2C1 (configuration not stated)	-4.6%
CCN1CCCN(S(=O)(=O)CC)CC12CCOCC2	-29.1%
COCc1c(C(=O)N[C@@H]2CN(Cc3ccccc3)C[C@H]2CN(C)C)noc1C	u
COc1cccc(OCc2nc([C@@H]3C[C@H]3c3ccccc3)n(CCO)n2)c1	2.0%
COc1ccc(CC(=O)N(C)Cc2ccc(F)cc2)cc1	-7.2%[44.1 µM]
CCc1ccc(-c2nc3cc(NC(=O)c4ccc(F)cc4)ccc3o2)cc1	4.0%
CC(C)C(=O)N1Cc2ccccc2CC2(CCCCN2Cc2ccccn2)C1 (configuration not stated)	12.6µM*
COc1cc(NC(=O)Cn2c(-c3ccc(F)cc3)nc(C)cc2=O)cc(OC)c1	-6.0%
Cn1nc(C2CCN(C(=O)CCCc3ccccc3)CC2)c2c1CCOC2	i[5.79 µM]
Cc1ccc(-n2ncc(C(=O)N3CCN(Cc4ccccc4)CC3)c2C2CCN(C(=O)OC(C)(C)C)CC2)cc1	u
Cc1ccc(NC(=O)C(Cc2ccccc2)n2cccc2)cc1 (configuration not stated)	-8.8%
O=C(CCc1ccnc(N2CCOCC2)c1)N1CCN(C(=O)c2ccco2)CC1	33.6%[activator]
O=C(NCc1cccnc1)C1CCN(Cc2cc3ccccc3n2Cc2cccc(Cl)c2)CC1	u
COc1cccc(-c2cc(C3CCN(C(=O)Nc4ccccc4F)CC3)[nH]n2)c1	-4.4%
O=C(CCNS(=O)(=O)c1cccc2nonc12)Nc1ccc(F)cc1	10.7%
CCC(C(=O)N1CCN(Cc2ccc(C)c(C)c2)C(=O)C1)n1cccn1 (configuration not stated)	-8.9%
CCOC(=O)c1cc(-c2ccc(C)cc2)n(CC(=O)Nc2ccc(OC)cc2OC)c1C	i
O=C(CCC[C@@H]1[C@H]2CCCN3CCC[C@@H](CN1C(=O)c1cccnc1)[C@@H]23)NCc1ccccn1	i
CCC1Oc2ccc(NC(=O)c3ccc(Cl)cc3)cc2CN(Cc2ccc3c(c2)OCO3)C1=O (configuration not stated)	i
O=C(Nc1cccc(-c2nnc3n2CCCC3)c1)c1cccc(F)c1	u
COCCn1cc(C(=O)NC2CCCc3c2[nH]c2ccccc32)c2ccccc2c1=O (configuration not stated)	u
COCc1cn(C[C@H]2C[C@@H](NC(=O)c3ccc4c(c3)OCO4)[C@H](O)[C@@H]2O)nn1	11.7%[44.1 µM]

(list continues)
SMILES	Pf Dd2 growth
CC(C)c1noc(-c2cn(C3CCN(C(=O)c4ccoc4)CC3)nn2)n1	-6.5%
CC(C)NC(=O)NC[C@H]1C[C@@H]2CCN1C[C@@H]2CN1CCN(C)CC1	25.4%[44.1 µM]
O=C1Nc2ccc(-c3ccccc3F)cc2C(=O)N2CC[C@H](NS(=O)(=O)c3cccs3)[C@@H]12	u
CC(C)(C)C(=O)N1CCCC(c2nn(-c3cccc(Cl)c3)c(=O)[nH]2)C1 (configuration not stated)	u
COc1ccc(C(=O)NCc2nnc3c(-c4nc(C(C)C)no4)cccn23)cc1	i
COc1ccc(C2C(C(=O)Nc3ccccc3)=C(C)Nc3c(C(=O)Nc4ccccc4)cnn32)cc1 (configuration not stated)	3.55µM*
CC(C)=CCn1c(-c2cc(C)oc2C)cn2cc(C(=O)N(C)CC(C)C)nc2c1=O	11.2µM*
CS(=O)(=O)N1CCC(OC2CCN(C(=O)Nc3cccc(Cl)c3F)CC2)CC1	i
CCCOc1c(Cl)cc(C(=O)N(Cc2cccc(OC)c2)C2CCS(=O)(=O)C2)cc1Cl (configuration not stated)	u
Cc1ccccc1CN1CCOc2cc([S+](N)(=O)[O-])ccc2C1	i
COc1ccc(OC)c(CN2CCOc3ccc(C(=O)NCc4ccc(C)cc4)cc3C2)c1	-8.9%
O=C(COc1cc(Cl)ccc1Cl)Nc1ccc(Cl)cc1C(=O)c1ccccc1	3.1%
Cc1ccc(S(=O)(=O)c2nnn3c2nc(N2CCC(C)CC2)c2cc(Cl)ccc23)cc1C	11.2µM*
Cc1cc(C(=O)NCC2(COc3cnccn3)C[C@@H](O)[C@@H](O)C2)no1 (some centres not stated)	16.1%[44.1 µM]
CN(CC1(C)CCOCC1)C(=O)c1ccc2ncccc2c1	-9.7%
Cn1nccc1C(=O)N1CC(c2ncc3c(-c4ccc(F)cc4)nccn23)C1	-7.1%[44.1 µM]
CC1=C(C(=O)NCc2cccc(F)c2)C2(CCCCC2)OC1=O	0.4%
CC(C)C1=NOC2(CCN(C(=O)c3ccc4c(c3)OCO4)CC2)C1	u
CC(=O)N1CCC(C(=O)N2CCC3(CC2)c2nccn2-c2ccccc2CN3C)CC1	12.3%[5.79 µM]
COc1cc(C(=O)N2CCCn3nc(CO)cc3C2)c2ccccc2n1	-11.6%
COCc1nc(C2CCCN(C(=O)COc3cccc(C)c3)C2)no1 (configuration not stated)	24.3%
COc1cc(OC)c(NC(=O)c2cc3c(=O)oc4ccc(C)cc4c3s2)cc1Cl	73.0%[activator]
Cc1ccc(-c2nc3ccc(Cl)cn3c2Nc2ccc3c(c2)OCCO3)s1	32.6%[activator]
CCS(=O)(=O)N[C@@H]1CN(C2CCOCC2)C[C@H]1CN(C)C	28.9%
COc1ccc2[nH]c3c(c2c1)CCNC31CCN(C(=O)C2CCOCC2)CC1	-23.6%
O=C(CN1CCOC1=O)N1CCCC(CCc2ccc(F)cc2F)C1 (configuration not stated)	-17.9%
O=C(Cn1nc2c(cc1=O)CCCC2)Nc1ccccc1C(F)(F)F	22.9%
CCn1cnnc1CC1CCN(C(=O)C2CCN(Cc3nc(-c4cccc(C)c4)oc3C)CC2)CC1	3.16µM*
CCOc1cc(-c2noc(-c3ncn4c3COC(c3ccc(F)cc3)C4)n2)ccc1OC (configuration not stated)	u

A portion of the library; the hit share may differ from the screen's.
